Compound activity deposited in PubChem BioAssay by Sanford-Burnham Center for Chemical Genomics.
Mdm2-MdmX inh: human Mdm2/MdmX binding inhibition. O15151+Q00987. SaOS-2 split-luciferase Mdm2/MdmX complementation, luminescence. inhibition, % at 8 µM. hit rate 3% among 330,000. AID 485346;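 active = inhibition of at least 50% at 8 µM in the primary screen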
APJ antag: APJ receptor antagonism; hit rate 0.32% among 330,000; CHO-K1 APJ beta-arrestin complementation, luminescence; P35414; inhibition, % at 20 µM;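 active = inhibition above about 40% at 20 µM, limit read from the data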;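 also: cells challenged with 10 nM apelin-13 agonist together with compound; plate controls were apelin-13 plus DMSO wells for no effect and DMSO wells lacking apelin-13 for full effect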
Target sequence (P35414 whole entry, looked up): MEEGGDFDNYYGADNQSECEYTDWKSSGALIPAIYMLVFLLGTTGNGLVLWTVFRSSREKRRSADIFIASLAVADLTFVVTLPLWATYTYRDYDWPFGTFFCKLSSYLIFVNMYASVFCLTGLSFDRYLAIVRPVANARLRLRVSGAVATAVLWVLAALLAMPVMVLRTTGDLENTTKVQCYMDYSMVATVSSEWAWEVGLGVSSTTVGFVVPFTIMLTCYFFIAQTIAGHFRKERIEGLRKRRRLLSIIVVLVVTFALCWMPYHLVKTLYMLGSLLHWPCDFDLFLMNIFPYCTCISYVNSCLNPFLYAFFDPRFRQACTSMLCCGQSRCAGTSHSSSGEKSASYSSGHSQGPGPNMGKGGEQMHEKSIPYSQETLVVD
697 NFkB inh: inhibitors of the PMA/ionomycin-induced NF-kB reporter in 697 B cells. inhibition, % at 4 µM. hit rate 0.33% among 330,000. 697 B-cell NF-kB luciferase reporter, 16 h; in the data active = inhibition above about 35%
Jurkat NFkB inh: inhibitors of the PMA/ionomycin-induced NF-kB reporter in Jurkat cells; PMA/ionomycin-induced NF-kB luciferase reporter, luminescence; inhibition, % at 4 µM; hit rate 0.53% among 330,000; in the data active = inhibition above about 50%
tim23-1 inh: growth inhibitors of tim23-1 mutant yeast | S. cerevisiae tim23-1 growth, BacTiter-Glo luminescence, 24 h | inhibition, % at 20 µM | hit rate 1.3% among 330,000;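 active = growth inhibition of the mutant yeast at or above 50%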;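 also: temperature-sensitive mutant grown at 25 °C; plate controls were DMSO-treated mutant yeast for no effect and medium wells lacking yeast for full effect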
APJ agonist: APJ receptor agonism; P35414; CHO-K1 APJ PathHunter beta-arrestin, luminescence; 0% DMSO wells, 100% apelin; activation, % at 20 µM; hit rate 0.11% among 330,000; AID 2520;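 active = activation more than six SD over the plate average, tested at 20 µM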;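 also: 0% = DMSO alone and 100% = apelin-13 at 10 nM; some results filed as inactive read as strong as hits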
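Assay system: CHO-K1 cells stably expressing ProLink-tagged human APJ and arrestin–beta-gal acceptor. Compound dosing: 20 µM single point, 1% DMSO. Times: 16-18 h seeding, 90 min dark compound exposure, 60 min detection. Detection: beta-gal luminescence. Evaluation: APJ–arrestin association signal. Controls: negative DMSO alone, positive Apelin-13 at 10 nM.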
UPR XBP1 act: adaptive UPR (XBP1) activation; CHO-XBP1 luciferase reporter, IRE1-XBP1 UPR activation, luminescence; percent of tunicamycin response, DMSO as zero; activation, % at 20 µM; hit rate 0.33% among 330,000;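 active = versus positive control, 20 µM dose yields 30% or more activation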;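 also: 100% = tunicamycin at 10 µg/mL and 0% = DMSO only wells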
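Assay system: CHO-XBP1 luciferase reporter cells; Schedule: 6 h treatment, 37 °C; Detection: glow luminescence from Steady-Glo reagent; Benchmarks: high control tunicamycin 10 µg/mL final, low control DMSO vehicle only.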
CHOP UPR activ: activators of apoptotic arm of unfolded protein response (CHOP); CHO-CHOP luciferase reporter, UPR activation, luminescence; percent of tunicamycin response over DMSO baseline; hit rate 0.34% among 330,000; AID 449763; activation, % at 10 µM;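 active = at 10 µM dose, activation of 40% or more, normalized to positive control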;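 also: 100% = tunicamycin at 10 µg/mL and 0% = DMSO alone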
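measured by = luciferase luminescence | assay system = CHO-CHOP cells, stable luciferase reporter of PERK-eIF2a-CHOP signalling | amount = 500 reporter cells seeded per well | timing = 6 h compound exposure at 37 °C after overnight seeding | controls = positive tunicamycin 10 µg/mL, negative DMSO alone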
* marks the source's active call; other numbers are inactive results.

SMILES | Mdm2-MdmX inh | APJ antag | 697 NFkB inh | Jurkat NFkB inh | tim23-1 inh | APJ agonist | UPR XBP1 act | CHOP UPR activ
Cc1oc(C(C)(C)C)cc1C(=O)Nc1ccc2c(c1)OCCO2 | -38 | 2 | -58 | -39 | 42 | -2 | -2 | 1.2
O=C(O)C1CCC1C(=O)Nc1nc(-c2ccc(Cl)s2)cs1 (centres undefined) | 12 | 15 | 15 | 13 | 6 | -4 | 1 | -0.2
Cc1ccc(OCC(=O)Nc2cccc3ccccc23)c([N+](=O)[O-])n1 | 8 | 2 | -9 | 8 | 31 | -2 | 0 | -0.4
N/C(=N\OC(=O)c1ccco1)c1ccc(Br)cc1 | -62 | 0 | -161 | -105 | 62* | 13 | 1 | 3.7
COCCNCCCOc1ccc(Br)cc1Cl | 19 | 11 | 17 | 11 | 0 | -3 | -2 | 1.0
Cc1ccc(C)c(OCCC(=O)N(C)CC(=O)Nc2c(C)cccc2C)c1 | -3 | 14 | 17 | 3 | 6 | -1 | 2 | -1.5
CCC(C)n1c(SCC(=O)NC2CCCC2)nc2ccccc2c1=O (centres undefined) | -10 | -4 | 14 | 8 | 20 | -1 | -3 | -0.4
CCOC(=O)C1CCN(S(=O)(=O)c2ccc(CNC(=O)c3ccccc3)s2)CC1 | 12 | -11 | 2 | -18 | 16 | -3 | -6 | 1.4
Cc1cc(CNC(=O)C2CCC(=O)N(Cc3ccccc3F)C2)on1 (centres undefined) | 7 | 5 | -2 | -1 | -5 | -1 | -7 | 2.1
COc1ccc(NC(=O)CCCC(=O)NCCc2ccc(OC)c(OC)c2)cc1 | 15 | -12 | 5 | 18 | -2 | 1 | -3 | 0.6
N#CCSc1nnc(Cc2cccs2)n1C1CCCCC1 | 12 | -4 | -20 | -19 | 23 | 4 | 1 | -0.3
COCCn1c(SCC(=O)NC(=O)NC(C)C)nc2ccccc21 | 11 | 2 | 14 | -2 | 17 | -1 | -4 | -3.5
CC(=O)NC(CC(=O)Nc1cccc(S(=O)(=O)N2CCOCC2)c1)c1ccccc1 (centres undefined) | 20 | 7 | -3 | -3 | 3 | 2 | -1 | -1.1
O=C(c1ccco1)N1CCN(C(c2cccs2)c2nnnn2C2CCCC2)CC1 (centres undefined) | 25 | 10 | 4 | 5 | 27 | 0 | 2 | 3.9
CCn1c(CNc2ccc(C(=O)O)cc2)nc2ccccc21 | 0 | -1 | 13 | -2 | 12 | -3 | 0 | -1.5
CC(=O)c1cccc(NC(=O)c2cc(-c3ccncc3)nc3ccccc23)c1 | 37 | -21 | 6 | 5 | 18 | 8 | -1 | 1.2
O=C(c1cnn2c(C(F)F)cc(-c3ccccc3)nc12)N1CCN2CCCC2C1 (centres undefined) | 19 | 18 | 23 | 10 | -1 | -1 | -3 | -0.8
CCCNC(=S)NCCN1CCCCC1 | -9 | 6 | -22 | -24 | 1 | -1 | 3 | -0.2
Cc1ccc(NC(=O)Cc2ccc3c(c2)OCCO3)cc1S(=O)(=O)N1CCCCC1 | 0 | -19 | -11 | 3 | 13 | -6 | -3 | -1.4
Cc1ccc(NC(=O)CCSc2nnc3ccccn23)cc1 | 3 | 13 | 1 | -10 | -16 | -1 | 0 | -0.9
COc1ccc(CN(C(=O)c2cc(=O)c3cc(C)cc(C)c3o2)C2CCS(=O)(=O)C2)cc1 (centres undefined) | 26 | -5 | -21 | -3 | -2 | -1 | 3 | 1.8
CCOC(=O)C1CCCN(S(=O)(=O)c2c(C)[nH]c(C)c2C(=O)N2CCCC2)C1 (centres undefined) | 1 | 0 | -22 | 4 | 6 | 0 | -2 | 1.6
CCC(=O)Nc1ccc(Cl)c(NC(=O)C(C)C)c1 | 26 | -4 | 24 | -1 | 1 | 0 | -2 | 1.8
N#CCCN(Cc1cccnc1)C(=S)NC(=O)c1ccc(S(=O)(=O)N2CCCC2)cc1 | 23 | 3 | 5 | 4 | 10 | -2 | 3 | -0.6
Cc1cccc(NC(=O)Cn2c(=O)n(Cc3ccco3)c(=N)c3c4c(sc32)COC(C)(C)C4)c1 | 16 | 9 | 6 | 10 | 11 | -4 | -1 | 1.1
More records follow.
SMILES | Mdm2-MdmX inh | APJ antag | 697 NFkB inh | Jurkat NFkB inh | tim23-1 inh | APJ agonist | UPR XBP1 act | CHOP UPR activ
COC(=O)c1ccc(S(=O)(=O)NNC(=O)c2ccc(S(=O)(=O)N3CCCCC3)cc2)cc1 | 10 | -18 | 3 | -5 | 9 | -1 | -1 | 5.0
CC1=CC=CC2=NC(=O)CC(C)(C(=O)N(CC(=O)NC3CCCC3)c3ccc(F)cc3)N12 (centres undefined) | 4 | 4 | -3 | 13 | -1 | -4 | -2 | -0.9
COC(=O)C1CSC(C(=O)OC)N1C(=O)CN1CCN(c2ccccc2)CC1 (centres undefined) | -24 | 2 | -5 | -30 | 16 | -1 | 0 | 1.7
O=C(NC1CC1)c1cccc(NC(=O)c2cnn(-c3ccccc3)n2)c1 | 6 | -12 | 10 | -6 | -20 | -2 | 0 | 1.5
CCOc1ccc(C(=O)NC(=S)NCCCN2CCOCC2)cc1 | 25 | 1 | -1 | -8 | -1 | 5 | -2 | -1.0
CCOC(=O)C(C)n1ncn2cccc2c1=O (centres undefined) | 15 | 6 | 12 | -19 | 7 | -2 | 2 | -3.7
O=C(CCc1ccccc1)N/N=C/c1cc(Br)ccc1O | 71* | 2 | -7 | 9 | 19 | -2 | 0 | 1.2
S=C(NCc1ccc(Cl)cc1)N1CCN(c2ccccn2)CC1 | 20 | 8 | 8 | -1 | -1 | -4 | -2 | 1.1
COCCCNC(=O)c1cc2c(s1)CS(=O)(=O)C2 | 31 | 18 | 13 | 7 | -1 | -6 | 1 | 10
O=C(NC(=S)NNS(=O)(=O)c1ccccc1)c1ccc([N+](=O)[O-])cc1 | 21 | 12 | -3 | -17 | 13 | 1 | -2 | -2.3
O=C(CN1CCc2ccccc2C1)Nc1cccc(S(=O)(=O)N2CCOCC2)c1 | -34 | 12 | -4 | -4 | 10 | -1 | -1 | 3.2
Cc1ccc(OCCOCCNC(C)C)c(Br)c1 | 2 | 7 | 5 | 1 | 8 | -1 | -3 | -1.9
COc1ccc(C(=O)NCC(=O)OCc2c(Cl)cccc2Cl)cc1OC | -8 | -2 | 13 | -7 | 15 | -7 | 0 | 1.9
COc1ccc(OC)c(C(C)NC(C)=O)c1 (centres undefined) | 0 | 16 | 14 | 5 | 8 | 1 | -1 | -2.3
COc1ccc(/C=C2\CCOC2=O)cc1 | 21 | 5 | -3 | -1 | 14 | 3 | 0 | -1.0
CN(C)S(=O)(=O)c1ccc(N2CCCC2)c(C(=O)NC2CCCCC2)c1 | 23 | 5 | 11 | 6 | -4 | -4 | 2 | 0.6
CCOC(=O)N1CCN(S(=O)(=O)c2ccc3c(c2)SC(C)C(=O)N3)CC1 (centres undefined) | 20 | 5 | -17 | 6 | 7 | 1 | -1 | 0.6
NC(=O)NC(CC(=O)Nc1cccnc1)c1cccc(Br)c1 (centres undefined) | -8 | -21 | 8 | -5 | 11 | 2 | 1 | -0.7
OCCN(CCO)c1ccc2ccccc2c1 | 30 | -33 | 6 | 8 | 1 | 1 | -3 | -1.4
CCCCc1c(O)nc(SCC(=O)Nc2cccc3ccccc23)n(-c2ccccc2OC)c1=O | -21 | -53 | -31 | 6 | 4 | 5 | -3 | 1.2
CC1=C(C(=O)Nc2ccc(C)cn2)C(c2cnn(C)c2)C2=C(CCCC2=O)N1 (centres undefined) | -14 | 8 | -7 | 1 | 3 | -4 | 0 | 0.1
CC(=O)c1c(C)[nH]c(C(=O)NCc2ccccc2Cl)c1C | 18 | 4 | -3 | 2 | 5 | -1 | 2 | 0.6
Cc1cc([N+](=O)[O-])cc2c1NC(c1ccccn1)C1CC=CC21 (centres undefined) | -5 | -23 | 22 | -2 | 23 | -2 | -3 | 1.5
CCN1CCCc2cc(CN(CCN3CCOCC3)C(=S)Nc3cccc(C)c3)ccc21 | 19 | 6 | -56 | -14 | 12 | -4 | -3 | 0.6
COc1ccc(OCc2nc(N)nc(Nc3ccc(C)cc3)n2)cc1 | -10 | -18 | -42 | -22 | 14 | 3 | 4 | 2.0
(cont.)
SMILES | Mdm2-MdmX inh | APJ antag | 697 NFkB inh | Jurkat NFkB inh | tim23-1 inh | APJ agonist | UPR XBP1 act | CHOP UPR activ
COc1ccc(C)cc1NC(=O)CCC(=O)Nc1nnc(C2CCCCC2)s1 | 3 | 15 | -7 | 13 | 8 | 6 | -1 | 1.3
CCOc1ccc(NC(=O)c2cc([N+](=O)[O-])ccc2N2CCOCC2)cc1 | 27 | -12 | -23 | 7 | -32 | -2 | -2 | 0.2
O=c1[nH]c(CN2CCCC2)nc2sc3c(c12)CCC3 | 21 | 20 | 12 | 2 | -8 | -4 | -3 | -0.2
Cc1ccc(C(CNS(=O)(=O)c2cc(F)ccc2F)N2CCN(C)CC2)cc1 (centres undefined) | -10 | -58 | 3 | -2 | 16 | 6 | 3 | -1.3
CCN1C(=O)[C@H]2[C@@H](c3ccc(-c4cccc(Cl)c4)c(OC)c3)N[C@@](CC(C)C)(C(=O)OC)[C@H]2C1=O | 40 | -41 | -6 | -14 | 27 | 7 | 0 | 2.0
CC(=O)Nc1cccc(-c2cnc3ccccc3n2)c1 | -90 | 2 | -70 | -46 | 18 | -1 | 2 | 6.8
COc1ccccc1C(=O)NCC(=O)OC(C)C(=O)NC(=O)NC1CCCCC1 (centres undefined) | 29 | 3 | 8 | -8 | 18 | -1 | -1 | -0.3
Cc1cc(O)ccc1NS(=O)(=O)c1ccc2c3c(cccc13)C(=O)N2 | 13 | -4 | 11 | -9 | 5 | 3 | -1 | 1.4
Clc1ccccc1OCCCCN1CCCC1 | 2 | 13 | 7 | -11 | 23 | -6 | 0 | -2.5
O=C(CSc1nc2ccccc2c(=O)[nH]1)N1CCCCCC1 | 18 | 2 | 21 | -8 | 5 | -5 | -1 | 1.0
CC(=O)c1ccc(Oc2nc(-c3cccnc3)nc3ccccc23)cc1 | 16 | 13 | 20 | 19 | 34 | -4 | 6 | 1.0
COc1ccc(OC)c(C(c2nnnn2Cc2ccccc2)N2CCC(C(N)=O)CC2)c1 (centres undefined) | 0 | -1 | -33 | -17 | 15 | -1 | -1 | -2.4

Pulled by compound from the entries so far, six records:
SMILES | Mdm2-MdmX inh | APJ antag | 697 NFkB inh | Jurkat NFkB inh | tim23-1 inh | APJ agonist | UPR XBP1 act | CHOP UPR activ
N#CCSc1nnc(Cc2cccs2)n1C1CCCCC1 | 12 | -4 | -20 | -19 | 23 | 4 | 1 | -0.3
CCCCc1c(O)nc(SCC(=O)Nc2cccc3ccccc23)n(-c2ccccc2OC)c1=O | -21 | -53 | -31 | 6 | 4 | 5 | -3 | 1.2
O=C(CN1CCc2ccccc2C1)Nc1cccc(S(=O)(=O)N2CCOCC2)c1 | -34 | 12 | -4 | -4 | 10 | -1 | -1 | 3.2
Cc1ccc(OCC(=O)Nc2cccc3ccccc23)c([N+](=O)[O-])n1 | 8 | 2 | -9 | 8 | 31 | -2 | 0 | -0.4
COc1ccc(OC)c(C(c2nnnn2Cc2ccccc2)N2CCC(C(N)=O)CC2)c1 (centres undefined) | 0 | -1 | -33 | -17 | 15 | -1 | -1 | -2.4
O=C(O)C1CCC1C(=O)Nc1nc(-c2ccc(Cl)s2)cs1 (centres undefined) | 12 | 15 | 15 | 13 | 6 | -4 | 1 | -0.2
